Compound activity as filed in PubChem.
CHO-K1 Ca antag: counter-screen for M1 antagonists: effect in parental CHO-K1 cells. ATP-induced calcium, Fluo-8 fluorescence. inhibition, % at 3 µM. hit rate 0.6% among 360,000;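 active = inhibition above a per-plate cutoff, the plate's mean sample inhibition plus 3 SD, cut at about 24% in these data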;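 also: 0% = DMSO plus EC80 ATP and 100% = DMSO alone without ATP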
TAAR1 antag: human TAAR1 antagonism; Q96RJ0; CHO RD-HGA16 TAAR1, Fluo-8 calcium fluorescence, antagonist; inhibition, % at 3 µM; hit rate 1.5% among 360,000; AID 624466;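 active = inhibition above a per-plate cutoff, the mean inhibition of test compounds on that plate plus 3 SD, cut at about 49% in these data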;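 also: 0% = DMSO plus EC80 beta-PEA response and 100% = DMSO alone without agonist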
Target sequence (Q96RJ0 whole entry, looked up): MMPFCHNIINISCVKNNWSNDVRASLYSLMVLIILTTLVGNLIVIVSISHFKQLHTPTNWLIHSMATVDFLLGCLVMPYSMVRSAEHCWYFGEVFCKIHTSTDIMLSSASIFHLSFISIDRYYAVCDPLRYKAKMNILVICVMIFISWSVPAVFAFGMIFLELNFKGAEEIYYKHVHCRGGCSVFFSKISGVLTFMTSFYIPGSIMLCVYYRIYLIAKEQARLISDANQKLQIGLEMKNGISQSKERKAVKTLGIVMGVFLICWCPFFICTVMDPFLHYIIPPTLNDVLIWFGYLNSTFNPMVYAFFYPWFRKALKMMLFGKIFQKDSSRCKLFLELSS
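Material: RD-HGA16 CHO cells with stable hTAAR1 and Gα16; Dosing: single nominal final test compound concentration of 3 µM; Schedule: seeding 17-24 h prior, 75-min 37 °C, 30-min RT dye loading; Detection: kinetic Fluo-8 calcium fluorescence measurement; Measure: % inhibition from peak post-agonist over basal fluorescence ratio; Benchmarks: vehicle and agonist controls.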
TAAR1 agonist: human TAAR1 agonism; Q96RJ0; AID 624467; activation, % at 3 µM; CHO RD-HGA16 TAAR1, Fluo-8 calcium fluorescence; vehicle wells 0%, saturating PEA agonist 100%; hit rate 0.99% among 360,000;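 active = activation above the mean activation of all test compounds in the run plus 3 SD, cut at about 38% in these data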
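Assay system – CHO-derived RD-HGA16 cells with stable Gα16 and human TAAR1 · Compound dosing – one-point dosing at 3 µM (nominal) · Incubation – 17-24 h seeding, 75 min 37 °C dye, 30 min RT · Measured by – kinetic Fluo-8 calcium fluorescence · Control set – DMSO vehicle as 0%, PEA at EC100 as 100% · Repeats – single well for each compound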
CHO-K1 Ca ag: M1 agonist counterscreen hit in parental CHO-K1 cells. Fluo-8 calcium fluorescence; scaled to maximal ATP response, vehicle zero. activation, % at 3 µM. hit rate 0.48% among 360,000; in the data active = activation above about 15%;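 also: untransfected CHO-K1 host cells lacking M1 receptor as counterscreen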
CHO-K1 Ca PAM: counter-screen for M1 PAMs: effect in parental CHO-K1 cells | hit rate 0.02% among 360,000 | activation, % at 3 µM | ATP EC20, Fluo-8 calcium fluorescence; 0% at ATP EC20, 100% at ATP max;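 active = activation above the run cutoff, the mean activation of all test compounds plus 3 SD, cut at about 40% in these data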;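 also: peak over basal fluorescence ratio in a 140 s read after ATP addition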
CHRM1 PAM: human CHRM1 positive allosteric modulation; activation, % at 3 µM; hit rate 0.088% among 360,000; AID 588819; CHO-K1 hM1, Fluo-8 calcium fluorescence, ACh EC20; 0% = ACh EC20, 100% = maximal ACh; P11229; in the data active = activation above about 19%, passing the limit was not always enough
Target sequence (P11229 whole entry, looked up): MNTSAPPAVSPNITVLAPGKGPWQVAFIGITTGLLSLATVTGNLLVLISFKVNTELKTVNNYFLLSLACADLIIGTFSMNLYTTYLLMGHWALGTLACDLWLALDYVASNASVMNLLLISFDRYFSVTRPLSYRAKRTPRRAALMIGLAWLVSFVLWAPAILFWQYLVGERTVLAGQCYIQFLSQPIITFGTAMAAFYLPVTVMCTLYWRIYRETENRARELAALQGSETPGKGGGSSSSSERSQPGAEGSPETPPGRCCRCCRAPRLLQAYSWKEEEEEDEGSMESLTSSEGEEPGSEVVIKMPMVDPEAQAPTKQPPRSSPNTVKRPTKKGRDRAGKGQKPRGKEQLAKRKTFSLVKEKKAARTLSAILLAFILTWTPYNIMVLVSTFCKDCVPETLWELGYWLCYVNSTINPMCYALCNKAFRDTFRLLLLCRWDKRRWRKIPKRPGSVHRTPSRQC
CHRM1 agonist: activates human CHRM1 receptor; P11229; CHO-K1 hM1, Fluo-8 calcium fluorescence, agonist mode; 0% DMSO, 100% acetylcholine EC100; activation, % at 3 µM; hit rate 0.33% among 360,000; AID 588814;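 active = activation above the run's mean compound activation plus 3 SD, cut at about 16% in these data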;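 also: peak over basal fluorescence ratio within a 140 s kinetic read after compound addition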
M1 antag: blocks human M1 muscarinic receptor | P11229 | CHO-K1 hM1, Fluo-8 calcium fluorescence, ACh EC80 antagonist | inhibition, % at 3 µM | hit rate 1.3% among 360,000;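 active = percent inhibition above its own plate's cutoff, namely the mean of that plate's compound wells plus 3 SD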;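 also: peak over basal fluorescence ratio during 140 s after agonist addition; 0% = ACh EC80 plus DMSO and 100% = DMSO alone without agonist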
CHO parental Ca: counter-screen: ATP calcium response change in parental CHO cells. parental CHO-K1, ATP-induced calcium, Fluo-8 fluorescence. inhibition, % at 5.6 µM. hit rate 0.63% among 330,000;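 active = inhibition above that plate's mean sample inhibition plus 3 SD, cut at about 26% in these data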;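 also: 0% = ATP-challenged DMSO wells and 100% = DMSO wells without ATP; some compounds past the cut are filed as inactive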
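Assay system – parental CHO cells · Reagent – ATP stimulus · Detection – intracellular calcium via Fluo-8 no-wash fluorescent dye · Evaluation – percent inhibition of ATP-evoked calcium rise, normalized to controls · Controls – ATP wells versus no-ATP DMSO wells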
Active calls of the source: *; · = not tested or not shown.

| mol | CHO-K1 Ca antag | TAAR1 antag | TAAR1 agonist | CHO-K1 Ca ag | CHO-K1 Ca PAM | CHRM1 PAM | CHRM1 agonist | M1 antag | CHO parental Ca |
| --- | --- | --- | --- | --- | --- | --- | --- | --- | --- |
| OCC1OC(n2cnc3c(NCc4ccco4)ncnc32)C(O)C1O (stereo not given) | -8 | -10 | 1 | 0.4 | 2 | 6 | -1 | -16 | · |
| COc1ccc(NC(=O)NCCCN2CCCC2=O)c(OC)c1 | -10 | -8 | 8 | 0.5 | 23 | 5 | -3 | -6 | 14 |
| CN1CCN(c2ccc(NC(=O)c3cc(Cl)c4c(c3)OCCO4)cc2)CC1 | 7 | 7 | 15 | 0.1 | 4 | 9 | -7 | -9 | · |
| CCC1CCCCN1CCCNC(=O)CSc1nc2nc(C)c(Cc3ccc(C)cc3)c(C)n2n1 (stereo not given) | -3 | 7 | -1 | 0.6 | -22 | -36 | -13 | 69* | -8 |
| COc1ccc(CNS(=O)(=O)NCc2ccc(C)cc2)cc1OC | 15 | 4 | 4 | 19* | 3 | 1 | -4 | 7 | 12 |
| CCCCNC(=O)N1CCN(c2ccnc3cc(Cl)ccc23)CC1 | 4 | · | · | 16* | 7 | -18 | -4 | 20 | 9 |
| Cc1cc(C)n2nc(CNS(=O)(=O)c3c(F)c(F)c(F)c(F)c3F)nc2n1 | -7 | -30 | 4 | 0.7 | -9 | 14 | 2 | 4 | -9 |
| Cc1ccccc1C(=O)N1CCN(c2ccc([N+](=O)[O-])c(NCc3cccnc3)c2)CC1 | 15 | 32 | 11 | 5.3 | -13 | -11 | -3 | 8 | -21 |

Overlap with the part before: 2 entries, followed by the next part.
| mol | CHO-K1 Ca antag | TAAR1 antag | TAAR1 agonist | CHO-K1 Ca ag | CHO-K1 Ca PAM | CHRM1 PAM | CHRM1 agonist | M1 antag | CHO parental Ca |
| --- | --- | --- | --- | --- | --- | --- | --- | --- | --- |
| Cc1cc(C)n2nc(CNS(=O)(=O)c3c(F)c(F)c(F)c(F)c3F)nc2n1 | -7 | -30 | 4 | 0.7 | -9 | 14 | 2 | 4 | -9 |
| Cc1ccccc1C(=O)N1CCN(c2ccc([N+](=O)[O-])c(NCc3cccnc3)c2)CC1 | 15 | 32 | 11 | 5.3 | -13 | -11 | -3 | 8 | -21 |
| Cn1ccc2c(N3c4ccccc4CCc4ccccc43)cc3c(c21)C1CCC3C1 (stereo not given) | 9 | -25 | -2 | -0.3 | 6 | -16 | -12 | 37* | · |
| CN(C)CC1(C)Cc2ccsc2C1O (stereo not given) | -13 | 5 | 3 | 0.5 | 12 | 4 | -2 | -9 | · |
| Cc1ccc(CNC(=O)C2CCN(S(=O)(=O)c3c(C)noc3/C=C/c3ccco3)CC2)cc1 | 1 | -6 | 0 | 0.5 | 2 | -4 | -2 | 3 | -10 |
| COc1ccccc1/C=N\Nc1cn[nH]c(=O)c1Cl | -2 | -21 | 4 | -0.3 | 19 | 5 | -7 | -1 | -1 |
| COC(=O)c1ccccc1NC(=O)Nc1cccs1 | -4 | 2 | 2 | -0.2 | 7 | 9 | -1 | -1 | -17 |
| CC(C)N(C(C)C)S(=O)(=O)c1ccc(N2CCc3ccccc3C2)nc1 | -16 | 1 | 5 | 2.3 | -11 | -3 | -5 | 5 | -25 |
| O=C(CSc1ncnc2c1cnn2-c1ccc(F)cc1)NCc1ccc2c(c1)OCO2 | -6 | 1 | 0 | 1.4 | 24 | 10 | 6 | -11 | -4 |
| Cc1onc(C(=O)Nc2sc3c(c2C(N)=O)CCCC3)c1[N+](=O)[O-] | -10 | -11 | 4 | 0.4 | 14 | -4 | -1 | 10 | 9 |
| CCn1c(=O)c2c(nc3n2CCCN3Cc2ccccc2)n(C)c1=O | 8 | 9 | 1 | 0.5 | 4 | 0 | -4 | 0 | -19 |
| C=CCOc1ccc(C2C(C#N)=C(N)N(Nc3ccccc3)C3=C2C(=O)CCC3)cc1OC (stereo not given) | 0 | 5 | 0 | -0.1 | 7 | 8 | -5 | -11 | -18 |
| COc1ccc(NC2=Nc3ccccc3CC2)cc1 | -22 | -21 | 2 | 0.5 | 11 | -6 | -6 | -9 | -17 |
| CCOC(=O)N1CCN(C(=O)CN(c2ccccc2OC)S(=O)(=O)c2ccc(C)cc2)CC1 | -11 | -12 | -3 | 0.3 | 2 | 12 | -2 | -13 | -18 |
| COc1ccccc1N1CCN(C(c2ccccn2)c2nnnn2C2CCCCC2)CC1 (stereo not given) | 17 | 7 | 13 | 0.6 | -6 | 2 | -6 | -11 | -18 |
| Cc1ccc(CS(=O)(=O)c2ncc(Cl)c(C(=O)Nc3nnc(C)s3)n2)cc1 | -10 | -21 | 1 | 0.0 | -4 | 18 | 1 | -16 | 6 |
| CCN(CC)S(=O)(=O)c1ccc(N2CCCCC2)c(NC(=O)C2CCN(C(=O)c3ccc(F)cc3)CC2)c1 | 2 | -26 | 0 | -0.4 | 2 | 3 | -6 | -6 | -32 |
| CC1CC(C)(C)NC(=S)N1CCC(=O)N1CCN(c2ccccc2)CC1 (stereo not given) | -18 | -6 | 4 | 0.9 | 4 | 4 | -8 | -1 | -5 |

Next section
Results follow in this order: CHO-K1 Ca antag	TAAR1 antag	TAAR1 agonist	CHO-K1 Ca ag	CHO-K1 Ca PAM	CHRM1 PAM	CHRM1 agonist	M1 antag	CHO parental Ca
- CN(C(=O)c1cccc(NC(=O)Cc2ccc(NC(=O)C3CCN(C(=O)C4CC4)CC3)cc2)c1)C1CCCCC1
  -3	-3	2	-0.3	-6	2	-4	-4	·
- CCCOc1ccc(C(=O)NCCC(=O)NCCCC(=O)OCC)cc1
  -14	5	1	-0.3	17	2	-6	-2	-8
- CCc1ccccc1NC(=O)C1(S(=O)(=O)c2ccc(C)cc2)CC1
  -21	-25	-1	0.0	12	11	-8	-21	-13
- COc1ccc(-n2nnc3c(=O)n(CC(=O)Nc4cc(C)on4)cnc32)cc1
  8	-6	4	7.6	20	8	-7	-1	-8
- COC(=O)c1sc2nc(C)nc(SCC(=O)Nc3sccc3C(N)=O)c2c1C
  -16	47	15	1.8	20	5	2	-4	-18
- CCOC(=O)C(Cc1nc(OCc2ccccc2)cc(OCc2ccccc2)n1)=NO
  6	37	2	0.0	-12	-12	-3	23	·
- COc1cccc(NC(=O)CN(C)C(=O)c2c(C)nn(CC(C)C)c2Cl)c1
  -8	11	1	0.2	-2	14	-1	-13	-10
- CC(C)OC(=O)CN1CCN(S(=O)(=O)c2cc(Cl)ccc2Cl)CC1
  -12	3	6	0.4	16	4	-3	-9	-11
- O=C(NCc1ccc(Cl)cc1)N1CCN(S(=O)(=O)c2ccccc2)CC1
  -4	7	0	2.3	13	11	-3	-15	9
- O=C(NCCCn1ccnc1)c1ccc(S(=O)(=O)N2CCCCCC2)cc1
  -13	-14	4	1.0	17	-7	-5	6	1
- CCc1ccccc1NC(=O)CN(C)C(=O)COC(=O)c1c(Cl)cccc1Cl
  11	-22	4	0.9	3	15	3	-13	·
- CCOC(=O)c1ccc(CN2C(=O)c3ccccc3S2(=O)=O)cc1
  -4	-4	1	0.6	-4	16	0	-19	-5
- O=C(COC(=O)/C=C/c1ccc(OC(F)F)cc1)NC1CCCCCCC1
  -6	-14	-1	0.7	8	2	-3	-4	-2
- CCC(C)NC(=O)Cn1c(=O)n(-c2ccc(OC)cc2)c(=O)c2ccc(C(=O)NCc3ccc(C)cc3)cc21 (stereo not given)
  4	-5	3	-0.3	-5	0	-4	3	-5
- NS(=O)(=O)c1ccc(CCNC(=O)c2cccc3ccccc23)cc1
  -16	-10	-2	1.2	-2	10	-1	-14	0
- CCCSc1nc2sc3c(c2c(=O)n1CC)CC(C)(C)OC3
  -12	-38	0	1.1	18	-1	-2	4	-7
- CN(CC(O)CN)CC(O)CN1CCCCC1 (stereo not given)
  -1	-11	6	0.2	20	9	-4	-10	4
- O=C(Nc1cccc2ncccc12)c1ccccc1Cl
  -2	-30	5	0.2	-3	-2	-4	-1	4
- N#Cc1c(-c2cccc(Cl)c2)[nH]c(=S)[nH]c1=O
  -9	-19	0	0.9	11	2	-2	-1	17
- O=C(CNC(=O)c1ccccc1F)c1ccc(Br)cc1
  9	-26	-1	14	3	9	2	-8	-18

Molecules listed so far with an aryl methoxy group:
Results follow in this order: CHO-K1 Ca antag	TAAR1 antag	TAAR1 agonist	CHO-K1 Ca ag	CHO-K1 Ca PAM	CHRM1 PAM	CHRM1 agonist	M1 antag	CHO parental Ca
- COc1ccc(NC(=O)NCCCN2CCCC2=O)c(OC)c1
  -10	-8	8	0.5	23	5	-3	-6	14
- COc1ccc(CNS(=O)(=O)NCc2ccc(C)cc2)cc1OC
  15	4	4	19*	3	1	-4	7	12
- COc1ccccc1/C=N\Nc1cn[nH]c(=O)c1Cl
  -2	-21	4	-0.3	19	5	-7	-1	-1
- C=CCOc1ccc(C2C(C#N)=C(N)N(Nc3ccccc3)C3=C2C(=O)CCC3)cc1OC (stereo not given)
  0	5	0	-0.1	7	8	-5	-11	-18
- COc1ccc(NC2=Nc3ccccc3CC2)cc1
  -22	-21	2	0.5	11	-6	-6	-9	-17
- CCOC(=O)N1CCN(C(=O)CN(c2ccccc2OC)S(=O)(=O)c2ccc(C)cc2)CC1
  -11	-12	-3	0.3	2	12	-2	-13	-18
- COc1ccccc1N1CCN(C(c2ccccn2)c2nnnn2C2CCCCC2)CC1 (stereo not given)
  17	7	13	0.6	-6	2	-6	-11	-18
- COc1ccc(-n2nnc3c(=O)n(CC(=O)Nc4cc(C)on4)cnc32)cc1
  8	-6	4	7.6	20	8	-7	-1	-8
- COc1cccc(NC(=O)CN(C)C(=O)c2c(C)nn(CC(C)C)c2Cl)c1
  -8	11	1	0.2	-2	14	-1	-13	-10
- CCC(C)NC(=O)Cn1c(=O)n(-c2ccc(OC)cc2)c(=O)c2ccc(C(=O)NCc3ccc(C)cc3)cc21 (stereo not given)
  4	-5	3	-0.3	-5	0	-4	3	-5
